ERAP1 inh: blocks human ERAP1 aminopeptidase activity | recombinant ERAP1, Leu-AMC fluorescence, 60 min | inhibition, % at 10.7 µM | 340,000 compounds, 0.15% hits | AID 652197;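 active means mean replicate inhibition of at least 30%, or all replicates individually reaching that 30% level; inactive means mean below 30% and not every replicate reaching it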;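 further: 0% = neutral control wells and 100% = L-leucinethiol positive control wells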
miR-122 sensor: inhibitors of miR-122 in Huh7 cells. Huh7 miR-122 Renilla luciferase sensor, 48 h; neutral wells = 0, positive control = 100. 340,000 compounds, 0.3% hits. activation (reporter increase), % at 12.5 µM. AID 602342;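 active means mean replicate activation score at least 90 and every replicate individually at or above 90; inconclusive means only one of the two criteria met; inactive means neither criterion met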;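 further: higher luciferase means less miR-122 activity so hits act as miR-122 inhibitors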
ERp5 inh: inhibitors of human ERp5; ERp5 insulin aggregation, absorbance 650 nm, 90 min; inhibition, % at 9.99 µM; 350,000 compounds, 0.05% hits; Q15084;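 active means mean replicate inhibition above about 25%, with every replicate also reaching it, limit read from the data, passing the limit was not always enough; inconclusive means only one of those two criteria met; inactive means neither criterion met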
Target sequence (Q15084 whole entry, looked up): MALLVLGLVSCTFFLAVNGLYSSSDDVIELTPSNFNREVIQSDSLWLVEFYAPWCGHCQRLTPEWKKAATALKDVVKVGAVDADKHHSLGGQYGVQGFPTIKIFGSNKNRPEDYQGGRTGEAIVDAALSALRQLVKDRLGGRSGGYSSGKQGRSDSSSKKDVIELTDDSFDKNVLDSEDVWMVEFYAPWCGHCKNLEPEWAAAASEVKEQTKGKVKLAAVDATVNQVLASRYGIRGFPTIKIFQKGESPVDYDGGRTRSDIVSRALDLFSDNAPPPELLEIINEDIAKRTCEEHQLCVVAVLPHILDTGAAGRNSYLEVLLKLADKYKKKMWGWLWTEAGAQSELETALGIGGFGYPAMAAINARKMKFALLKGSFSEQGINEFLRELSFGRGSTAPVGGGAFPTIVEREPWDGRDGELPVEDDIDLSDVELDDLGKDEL
SIRT5 block: inhibitors of human sirtuin-5 desuccinylase | Q9NXA8 | Purified SirT5, succinyl-peptide AMC, trypsin-coupled fluorescence | inhibition, % at 15 µM | 330,000 compounds, 1.1% hits | AID 652115; in the data active means inhibition above about 15%; inconclusive means no clear call, values can overlap the other calls
Target sequence (Q9NXA8 whole entry, looked up): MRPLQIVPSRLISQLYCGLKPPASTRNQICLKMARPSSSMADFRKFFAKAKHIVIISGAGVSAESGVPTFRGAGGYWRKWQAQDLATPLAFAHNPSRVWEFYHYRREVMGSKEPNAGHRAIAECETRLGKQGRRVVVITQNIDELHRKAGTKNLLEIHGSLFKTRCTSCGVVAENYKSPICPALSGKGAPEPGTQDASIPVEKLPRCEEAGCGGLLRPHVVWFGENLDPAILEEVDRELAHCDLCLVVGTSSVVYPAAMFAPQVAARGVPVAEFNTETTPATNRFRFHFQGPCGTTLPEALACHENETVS
DENV2 CPE: inhibitors of DENV2 cytopathic effect. DENV2-infected cells, cytopathic effect rescue, plate reader. AID 651640. 350,000 compounds, 1.7% hits. CPE inhibition, % at 9.99 µM; in the data active means CPE inhibition above about 20%, passing the limit was not always enough; inconclusive means no clear call, values can overlap the other calls; tested in BHK-21 cells;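 further: 0% = median of neutral control wells and 100% = median of positive control wells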
CASP6 VEID inh: caspase-6 (human) enzyme inhibition | P55212 | purified caspase-6, Z-VEID-R110 cleavage fluorescence | inhibition, % at 12.5 µM | 350,000 compounds, 0.53% hits;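 active means mean inhibition across replicates at least about 35%, with every replicate also reaching that limit, limit read from the data; inconclusive means only one of the two criteria met; inactive means neither criterion met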;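 further: 0% = median of neutral control wells and 100% = no fluorescence left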
Target sequence (P55212 24-179 limits assumed): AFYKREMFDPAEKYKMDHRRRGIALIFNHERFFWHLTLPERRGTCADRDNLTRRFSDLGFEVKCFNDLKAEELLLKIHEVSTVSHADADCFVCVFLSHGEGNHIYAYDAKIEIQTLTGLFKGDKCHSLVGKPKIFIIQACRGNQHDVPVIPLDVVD
Target sequence (P55212 194-293 limits assumed): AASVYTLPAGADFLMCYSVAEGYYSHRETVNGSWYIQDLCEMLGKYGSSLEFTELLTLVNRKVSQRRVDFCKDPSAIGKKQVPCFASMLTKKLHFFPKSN
CFTR F508del cor: correctors of CFTR F508del function in bronchial epithelial cells; activity (quench increase), % at 7.58 µM; 350,000 compounds, 0.36% hits; CFBE cells, YFP halide quenching; stimulated with forskolin plus potentiator P3; % fluorescence drop versus neutral controls; AID 720511;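 active means mean added fluorescence quench of at least 8% versus neutral control, with both replicates also reaching 8%; inconclusive means only one of the mean or replicate conditions met; inactive means mean below 8% and not both replicates reaching 8%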;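 further: cells transiently co-express mutant CFTR-F508del with the halide-sensitive YFP; corrector assay measuring rescue of mutant channel to the surface after 24 h compound exposure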
Numbers without * were called inactive; ? = inconclusive; nt = not tested or not shown; [ ] = another dose, or the depositor's remark.

SMILES	ERAP1 inh	miR-122 sensor	ERp5 inh	SIRT5 block	DENV2 CPE	CASP6 VEID inh	CFTR F508del cor
O=C(COC(=O)CNS(=O)(=O)c1ccc(F)c(F)c1F)Nc1ccc(OC(F)F)cc1	-6	-1	10	nt	-8	1	0.0
Cc1ccccc1-c1nnc(SC(C)C(=O)NC2CCCC2)o1 (stereo not drawn)	-2	-3	nt	3	-10	1	-0.8
C=CCNc1ncnc2c1ncn2[C@H]1CN(Cc2cccs2)C[C@@H](CO)O1	-4	-4	0	nt	-8	0	3.9
Cc1sc(NC(=O)c2ccco2)c(C(=O)c2ccc(Cl)cc2)c1C	2	nt	-3	16*	0	2	nt
O=c1c2ccccc2nnn1-c1ccc(Br)cc1	-3	8	2	-2	2	-4	-0.7
CCCOc1ccc(/C=C2/C(=O)ON=C2C)cc1OCC	-1	-6	7	1	-6	0	-0.3
Cc1ccc2nc(Cl)c(C#N)cc2c1	-1	2	-1	-5	1	-1	-1.2
O=C(C[C@H]1C[C@H]2c3cc(NS(=O)(=O)c4ccc(F)cc4)ccc3O[C@H]2[C@@H](CO)O1)NCC1CC1	nt	4[16.7 µM]	nt	nt	-2	nt	-2.2
CCOC(=O)/C=c1\s/c(=C\c2ccc(C(F)(F)F)cc2)c(=O)n1CC(=O)NCc1ccco1	0	nt	6	2	-2	-1	-0.2
C[C@@H]1CN([C@@H](C)CO)C(=O)c2cc(NC(=O)NC3CCCCC3)ccc2O[C@@H](C)CCCCO[C@H]1CN(C)Cc1ccc2c(c1)OCO2	-1	-4[16.7 µM]	0	-2	45*	1	-4.1
CCOc1ccc(NS(=O)(=O)c2cc3c4c(c2)C(C)C(=O)N4CCC3)cc1 (stereo not drawn)	1	6	-1	-2	6	4	-0.9
CC(=O)NC(C(=O)c1ccccc1)N1CCCCC1 (stereo not drawn)	-1	nt	1	-2	-1	-3	-2.8
CCOc1ccccc1CN1CCN(Cc2nc3ccccc3s2)CC1CCO (stereo not drawn)	1	0	-2	-1	-2	0	1.6
O=C(N/C(=C/c1cccnc1)C(=O)N1CCOCC1)c1ccco1	-1	nt	3	2	18	0	nt
CN(CC(=O)Nc1ccc(F)cc1)C(=O)CCc1nc2sc3c(c2c(=O)[nH]1)CCCC3	-2	nt	-2	1	19	8	-0.9
O=C(Nc1ccc(Cl)cc1)Nc1nc(-c2ccccc2O)cs1	-5	7	7	3	4	-1	-0.5
COc1ccc(NC(=O)Nc2cccc3c2O[C@H](CN(C)S(=O)(=O)c2cccs2)[C@@H](C)CN([C@@H](C)CO)C3=O)cc1	-3	0[16.7 µM]	16	2	0	-1	0.4
O=C(CSc1nnc(-c2cccs2)o1)c1cccs1	-2	3	8	-9	-10	3	nt
CCOC(=O)C1CCN(Cc2ccc3ccccc3c2)CC1	1	3	3	1	5	-4	-2.1
O=C(O)c1ccc(C2NCC(c3ccccc3Cl)c3c2[nH]c2ccccc32)cc1 (stereo not drawn)	-5	-3	-3	-5	17	3	-0.5
CCOC(=O)C1=CCN(S(=O)(=O)c2cccc(Cl)c2)C1c1ccc(C)cc1 (stereo not drawn)	15	-1	2	-3	?	4	1.6
C[C@H](O)C#Cc1ccc2c(c1)O[C@@H](CN(C)Cc1cncnc1)[C@@H](C)CN([C@H](C)CO)S2(=O)=O	-1	-4[16.7 µM]	-4	-4	?	-2	0.2
CCC(=O)N1[C@@H](CO)[C@@H](c2ccc(C3=CCCC3)cc2)[C@@H]1CNC(=O)CN(C)C	nt	-7[16.7 µM]	nt	nt	-2	nt	-1.3
CN1CCN(C(=O)C[C@H]2CC[C@@H]3[C@H](COC[C@@H](O)CN3C(=O)C3CCOCC3)O2)CC1	-6	-3[16.7 µM]	0	2	-1	1	-2.0
Cc1cc(C(=O)Nc2cccc3c2O[C@@H](CN(C)C(=O)Nc2ccccc2)[C@@H](C)CN([C@H](C)CO)C3=O)n(C)n1	2	0[16.7 µM]	-1	3	16	2	-1.9

Later entries
SMILES	ERAP1 inh	miR-122 sensor	ERp5 inh	SIRT5 block	DENV2 CPE	CASP6 VEID inh	CFTR F508del cor
Cc1cc(/C=C(/C#N)C(=O)O)c(C)n1CCC(C)C	-5	nt	-2	3	1	11	nt
O=C(Nc1cc(Cl)ccc1N1CCCC1)C1=NN(c2ccccc2)C(=O)CC1	2	4	2	-1	11	nt	4.3
CC(C)CC#Cc1ccc2c(c1)O[C@@H](CN(C)C(=O)Cc1ccccc1)[C@H](C)CN([C@H](C)CO)S2(=O)=O	0	-2[16.7 µM]	-2	3	-2	-1	1.9
O=C(Nc1ccc(Oc2ccccc2)cc1)c1csc([C@@H]2O[C@H](CO)[C@@H](O)[C@H]2O)n1	-2	-40	-6	-1	2	-1	4.4
CC(C)(C)OC(=O)C[C@H]1C/C=C\C[C@H](CC(=O)NCCO)C(=O)N[C@@H](Cc2ccccc2)COC1=O	0	-2	15	nt	-12	3	-1.8
O=C(Nc1cccc(C(F)(F)F)c1)C1CC(=O)N(CCc2ccccc2)C1 (stereo not drawn)	0	5	-8	-1	-10	1	2.0
CC(C)CN(C(=O)CCNC(=O)c1ccc(Cl)cc1)c1c(N)n(CC(C)C)c(=O)[nH]c1=O	-5	nt	3	-3	13	-3	3.2
Cc1ccc(N2C(=O)CC(SCC(=O)Nc3ccc(S(N)(=O)=O)cc3)C2=O)cc1 (stereo not drawn)	5	nt	0	-4	1	2	0.9
CCOC1=C2CN(S(=O)(=O)c3ccc(C)cc3)[C@H](c3cccs3)C[C@H]2n2c(=O)n(-c3ccccc3)c(=O)n2C1	8	-2	8	-6	19	1	1.7
O=C(Nc1ccccc1-c1nc2ccccc2[nH]c1=O)c1cccs1	0	-1	0	2	-3	1	-0.3
CCOc1ccc(S(=O)(=O)N2CCN(C(=O)c3cccn3C)CC2)cc1	4	0	0	-4	nt	-1	nt
CN(C)CCNC(=O)CN1C(=O)COc2ccc(C(C)(C)C)cc21	1	-1	6	11	-6	-6	-2.3
C/C=C/c1ccc([C@H]2[C@@H](CNS(C)(=O)=O)N(CC3CC3)[C@H]2CO)cc1	0	67[16.7 µM]	7	0	-1	0	0.8
O=C(Cc1ccncc1)Nc1ccc2c(c1)[C@H]1C[C@H](CC(=O)N3CCc4ccccc4C3)O[C@H](CO)[C@H]1O2	0	0[16.7 µM]	-9	-1	3	-1	-1.5
C[C@@H]1CN([C@@H](C)CO)C(=O)c2cc(NS(=O)(=O)c3ccc(F)cc3)ccc2O[C@H]1CN(C)C(=O)Nc1cccc2ccccc12	2	0[16.7 µM]	4	nt	-6	-2	-4.4
CCC(=O)Nc1ccc2c(c1)C(=O)N(C)[C@@H]1CC[C@H](CC(=O)NCCOC)O[C@@H]1CO2	0	12[16.7 µM]	9	-2	-6	0	0.1
O=C(/C=C/c1cccs1)Nc1ccc(S(=O)(=O)Nc2ncccn2)cc1	-4	1	-3	-1	2	6	-0.8
CSc1ccccc1-c1cnc(NC(C)=O)cn1	2	-3	3	0	20	-1	2.8
CN1CCN(C(=O)CN2C(=O)COc3ccc(S(=O)(=O)N4CCOCC4)cc32)CC1	2	nt	1	1	5	-10	1.4
CCCn1c2ccc(F)cc2c2nnc(SCCN3CCCCC3)nc21	2	nt	2	0	-7	-1	1.7
O=C(N[C@H]1CC[C@H](CCn2cc(C3(O)CCCC3)nn2)O[C@H]1CO)C1CCC1	1	nt	-7	-3	-3	-2	-1.3
Cc1cc(=O)oc2c(C)c(OCC(=O)NCCc3ccc(S(N)(=O)=O)cc3)ccc12	-1	-8	2	-3	4	1	-0.8
Cc1noc(C)c1NC(=O)N(C)C[C@@H]1OCCCC[C@H](C)Oc2ccc(NS(=O)(=O)c3c(C)noc3C)cc2C(=O)N([C@H](C)CO)C[C@@H]1C	-2	9[16.7 µM]	4	-1	-8	0	1.3
CCOc1ccc(NC(=O)CSc2nncc(=O)[nH]2)cc1	-5	-6	2	-3	19	3	-0.1
CC(=O)Cc1nsc(NC(=O)c2oc(-c3ccccc3Cl)cc2C)n1	-3	3	-4	-4	9	3	0.5

Following part:
SMILES	ERAP1 inh	miR-122 sensor	ERp5 inh	SIRT5 block	DENV2 CPE	CASP6 VEID inh	CFTR F508del cor
COc1ccc(S(=O)(=O)N2CCCCCC2)cc1C(=O)N(C)Cc1ccc(C(C)(C)C)cc1	-1	1	1	6	59*	5	-3.4
CN(C)c1ccc2c(c1)[C@@H]1C[C@@H](CC(=O)NCC3CC3)O[C@@H](CO)[C@@H]1O2	0	2[16.7 µM]	0	3	-4	-5	-0.1
COC(=O)N(NC(=O)C(O)(c1ccccc1)c1ccccc1)c1ccccc1	-1	nt	4	-1	4	2	nt
COc1cccc(CNC(=O)COc2cc(O)c3c(c2)OC(C)(C)CC3=O)c1	1	-1	-3	4	-13	-1	4.4
O=C(C[C@@H]1C[C@@H]2c3cc(NC(=O)Nc4ccc(C(F)(F)F)cc4)ccc3O[C@@H]2[C@H](CO)O1)NCc1ccc2c(c1)OCO2	0	0[16.7 µM]	-5	10	2	0	0.9
CCN(CC(=O)Nc1cc(Cl)ccc1C)C(=O)c1oc2ccc(OC)cc2c1C	-2	-2	-1	-8	?	2	1.0
Cc1onc(-c2c(F)cccc2Cl)c1C(=O)N(C)CC(=O)Nc1cccc(F)c1	5	nt	-2	-3	-10	3	1.3
C[C@@H]1CN([C@@H](C)CO)C(=O)c2cc(-c3ccc(C#N)cc3)cnc2O[C@H]1CN(C)Cc1ccccn1	-1	-5[16.7 µM]	-5	-6	?	0	5.4
O=C(NCc1ccc(F)cc1)C(c1ccc(F)cc1)N(C(=O)c1csnn1)C1CC1 (stereo not drawn)	1	-6	2	1	-3	-2	-0.2
O=C(CN1C(=O)NC2(CCCC2)C1=O)Nc1ccc(Cl)cc1F	1	-1	-2	-2	-5	-1	0.0
C[C@H]1CN([C@@H](C)CO)C(=O)c2cccc(NS(=O)(=O)c3ccc(Cl)cc3)c2O[C@H]1CN(C)Cc1ccc(C(=O)Nc2ccccc2N)cc1	-1	10[16.7 µM]	-13	nt	-2	1	-1.0
CC(=O)Nc1c(O)nc(SCc2ccccc2C#N)[nH]c1=O	-2	nt	-10	-1	6	-1	-0.5
CC(C)[C@H](NC(=O)[C@@H]1CSC2c3ccccc3C(=O)N21)C(=O)NCC1CCCO1 (stereo partly drawn)	0	3	0	4	13	-1	-6.2
Cc1nc2ccccc2c(=O)n1/N=C/c1ccc(F)cc1	-3	2	4	2	13	1	1.1
CC(=O)NCC(=O)OCC(=O)c1ccc(Cl)cc1	-2	-5	-2	-1	15	0	0.1
CC1CCCCN1C(=O)COC(=O)CNC(=O)c1sc2ccccc2c1Cl (stereo not drawn)	-2	0	-2	-1	-4	3	0.4
O=C(C[C@H]1CC[C@H]2[C@@H](COC[C@@H](O)CN2Cc2ccc(Oc3ccccc3)cc2)O1)N1CCCCC1	3	-11[16.7 µM]	-1	-1	24*	0	-1.2
O=C1C[C@@H](c2ccc(O[C@@H]3O[C@H](CO)[C@@H](O)[C@H](O)[C@H]3O)cc2)Oc2cc(O)ccc21	1	nt	3	nt	nt	-3	-1.5
CCCCOc1ccc(C(=O)NNC(=O)C2C3CCC(C3)C2C(=O)O)cc1 (stereo not drawn)	1	nt	-2	-1	0	0	-2.9
Cc1ccc(Cn2c(CCNc3nc(-c4ccc(Cl)c([N+](=O)[O-])c4)cs3)nc3cc(Cl)c(Cl)cc32)cc1	nt	-2	4	nt	-9	-2	-0.6
CCN(Cc1ccncc1)Cc1c(O)ccc2cc(Br)ccc12	-2	14	2	0	16	10	0.4
Cc1ccc(S(=O)(=O)N(C)c2ccc(OC(=O)CN3C(=O)NC4(CCCC4)C3=O)cc2)cc1	-4	nt	4	-2	3	17	1.9
O=C1CCC[C@@H]2C[C@@]3(C[C@@H]4CCN1[C@H]24)Nc1cc([N+](=O)[O-])ccc1NC3=NC1CCCCC1	nt	-7	2	nt	?	1	1.9
O=S(=O)(Cc1ccc(Cl)cc1)N1CCCCCC1	2	-7	4	-4	0	4	0.5

Source: PubChem

Compounds were not picked by outcome; overall some 4% were active at least once.
